# COUP-TFII inh: NR2F2 (human) inhibition, primary screen. HEK293T NGFI-A luciferase reporter, luminescence. P24468. inhibition, % at 8.6 µM. 370,000 tested, 0.7% active;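 active means inhibition above a per-plate cutoff, mean inhibition of test wells between control levels plus 3 SD, cut at about 38% in these data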;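 further: cells cotransfected with COUP-TFII expression vector driving the NGFI-A reporter; 0% = median of COUP-TF2 test wells and 100% = reporter-only cells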
# TWEAK-Fn14 inh: inhibitors of TWEAK-Fn14 interaction signaling; inhibition, % at 10 µM; 360,000 tested, 2% active; AID 1159606; TWEAK-stimulated Fn14 reporter cells, luciferase luminescence, 8 h; in the data active means inhibition above about 50%
# Shn3 inh set2: Schnurri-3 reporter inhibition in Clone20 osteoblasts; 360,000 tested, 0.52% active; inhibition, % at 12.5 µM; Clone20 osteoblast Shn3 3'UTR firefly luciferase, 24 h;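 active means mean inhibition of at least 75% with every replicate also reaching 75%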;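 further: 0% = median of neutral control wells and 100% = pilot-screen positive control compound; some compounds past the cut are filed as inactive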
# LRH-1 inv ag: NR5A2 inverse agonism in reporter assay; HEK293T StAR-luciferase reporter, LRH-1 transfected, 24 h; inhibition, % at 3.6 µM; 360,000 tested, 0.13% active; AID 602396;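 active means inhibition above the mean inhibition of all tested compounds plus 3 SD, cut at about 73% in these data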;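 further: 0% = DMSO wells and 100% = reporter-only cells lacking LRH-1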
# TROY NFkB inh: blocks TROY-dependent signaling in reporter cells | 360,000 tested, 0.98% active | Q293 LMP1-TROYcd NF-kB luciferase reporter, 4 h | AID 1347056 | inhibition, % at 10 µM;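 active means compounds whose plate-normalised and pattern-corrected inhibition of the luciferase reporter signal at the single screening dose is 50% or more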
# LMP1 NFkB inh: inhibitors of Epstein-Barr LMP1-induced NF-kappaB reporter; LMP1-induced NF-kappaB luciferase reporter cells, luminescence; inhibition, % at 12.5 µM; 350,000 tested, 0.69% active; AID 504558; in the data active means inhibition above about 41%;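 further: 0% = neutral control wells and 100% = reference inhibitor control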
# KKLEB cytotox: reduces viability of KKLEB cystic fibrosis airway cells; 360,000 tested, 0.36% active; activity change (cytotoxicity), % at 5 µM; KKLEB CF airway cells viability, ATPlite luminescence, overnight; stronger effect = lower value; cells stimulated with P. aeruginosa culture filtrate;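 active means corrected activity change at or below -50% at 5 µM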
# CF NFkB inh: inhibitors of cystic fibrosis induced NF-kB | KKLEB NF-kB-GFP reporter, PAF-induced, GFP fluorescence overnight | inhibition, % at 5 µM | 360,000 tested, 0.86% active | AID 588850;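 active means at least 50% inhibition at 5 µM, scaled per plate between neutral and stimulator controls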;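 further: PAF is a Pseudomonas aeruginosa culture filtrate used as stimulus; plate controls were PAF-stimulated DMSO wells for no effect and unstimulated DMSO wells for full effect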
# TRAIL sens C8: sensitizes caspase-8 expressing cells to TRAIL; NB7+C8 cells + TRAIL, ATPlite viability luminescence; inhibition (viability loss, TRAIL sensitization), % at 10 µM; 360,000 tested, 1% active; AID 624354;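 active means compounds causing at least 50% loss of cell viability in the single-dose screen, relative to plate controls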
# SRC3 inh: inhibitors of human steroid receptor coactivator 3 (SRC3); Q9Y6Q9; HEK293 GAL4-SRC3 luciferase reporter, luminescence; inhibition, % at 3.6 µM; 360,000 tested, 0.17% active;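 active means inhibition above a per-campaign cutoff, the mean of all compounds plus 3 SD, cut at about 60% in these data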;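 further: 0% = DMSO-treated cells and 100% = gossypol-treated cells at 36 µM; higher means less SRC3-driven luciferase light from the GAL4 reporter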
# NCOA1 inh: inhibits human SRC1 coactivator. HEK293 GAL4-SRC1 luciferase reporter, luminescence. inhibition, % at 3.6 µM. 360,000 tested, 0.12% active. AID 588354;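 active means inhibition above the campaign mean plus 3 SD, with each screening campaign given its own cutoff, cut at about 60% in these data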;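 further: 0% = DMSO treated cells and 100% = gossypol at 36 µM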
# Target sequence (Q15788 whole entry, looked up, the tested form may be a part): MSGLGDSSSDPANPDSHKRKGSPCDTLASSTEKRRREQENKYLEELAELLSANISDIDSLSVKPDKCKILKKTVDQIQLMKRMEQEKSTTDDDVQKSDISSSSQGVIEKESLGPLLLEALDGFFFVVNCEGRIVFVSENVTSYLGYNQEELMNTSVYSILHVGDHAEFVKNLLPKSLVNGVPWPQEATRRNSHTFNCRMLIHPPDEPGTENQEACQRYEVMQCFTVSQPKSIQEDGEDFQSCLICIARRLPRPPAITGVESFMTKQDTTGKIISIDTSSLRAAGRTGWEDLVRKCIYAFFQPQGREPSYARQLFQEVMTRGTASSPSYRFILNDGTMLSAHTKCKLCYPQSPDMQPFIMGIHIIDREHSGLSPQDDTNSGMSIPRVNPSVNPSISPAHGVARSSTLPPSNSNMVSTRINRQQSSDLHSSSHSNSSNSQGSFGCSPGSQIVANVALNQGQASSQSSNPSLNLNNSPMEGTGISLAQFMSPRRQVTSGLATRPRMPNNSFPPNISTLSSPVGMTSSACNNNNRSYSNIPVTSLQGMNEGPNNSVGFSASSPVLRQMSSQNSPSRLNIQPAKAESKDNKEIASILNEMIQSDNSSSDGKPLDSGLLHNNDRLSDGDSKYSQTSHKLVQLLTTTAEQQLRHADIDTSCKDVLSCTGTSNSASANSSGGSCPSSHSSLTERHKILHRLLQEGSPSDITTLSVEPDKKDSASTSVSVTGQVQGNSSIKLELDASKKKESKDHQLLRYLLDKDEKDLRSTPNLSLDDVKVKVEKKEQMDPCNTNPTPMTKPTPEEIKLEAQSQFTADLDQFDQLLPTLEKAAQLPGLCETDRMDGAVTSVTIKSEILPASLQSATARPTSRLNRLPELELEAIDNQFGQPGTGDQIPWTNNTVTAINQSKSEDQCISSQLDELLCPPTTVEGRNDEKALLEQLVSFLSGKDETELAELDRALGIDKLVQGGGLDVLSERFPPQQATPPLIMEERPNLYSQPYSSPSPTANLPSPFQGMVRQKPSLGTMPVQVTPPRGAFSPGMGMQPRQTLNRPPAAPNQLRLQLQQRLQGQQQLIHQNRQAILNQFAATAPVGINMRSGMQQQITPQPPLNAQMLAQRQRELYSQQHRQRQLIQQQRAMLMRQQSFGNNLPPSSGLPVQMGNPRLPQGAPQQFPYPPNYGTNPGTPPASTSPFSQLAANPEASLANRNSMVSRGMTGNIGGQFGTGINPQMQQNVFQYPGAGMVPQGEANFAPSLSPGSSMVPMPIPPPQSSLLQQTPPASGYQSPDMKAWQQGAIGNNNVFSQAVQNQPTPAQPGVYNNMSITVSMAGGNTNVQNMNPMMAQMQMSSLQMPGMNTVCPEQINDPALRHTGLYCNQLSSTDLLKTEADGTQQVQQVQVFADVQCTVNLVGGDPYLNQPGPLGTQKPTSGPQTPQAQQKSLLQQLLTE
# Numbers without * were called inactive; x = not tested or not shown.
SMILES,COUP-TFII inh,TWEAK-Fn14 inh,Shn3 inh set2,LRH-1 inv ag,TROY NFkB inh,LMP1 NFkB inh,KKLEB cytotox,CF NFkB inh,TRAIL sens C8,SRC3 inh,NCOA1 inh
O=C(NCCc1ccccc1)NC1CCCCC1,-26,31,-17,-164,-19,-18,3,-12,13,-75,-75
Cc1nc2ccccc2c(=O)n1NC(=O)c1c(F)cccc1F,11,-1,8,2,7,-2,5,13,3,-4,-2
CCOC(=O)c1cnc2ccc(C(=O)OC)cc2c1NCCN1CCOCC1,1,-27,-9,-9,-12,-6,8,-12,18,14,7
Cc1ccc(OCC(=O)NC(=S)Nc2ccccn2)c(Br)c1,50*,91*,42,8,79*,21,-17,-23,84*,27,30
O=C(Nc1ccc(S(=O)(=O)Nc2ncccn2)cc1)c1ccc(Br)s1,-21,3,-26,-26,-1,5,-21,-14,16,13,-16
Cc1oc(-c2ccc(Cl)cc2)nc1CN1CCC(C(=O)NCC2CCCO2)CC1 (stereo unspecified),14,1,5,8,-7,3,-10,-10,9,0,-74
C/C(=N\NC(=O)c1cc(C)[nH]n1)c1ccc(-c2ccccc2)cc1,-4,4,-49,-19,-26,-31,-4,13,3,-82,-15
c1ccc2sc(SCSc3nc4ccccc4s3)nc2c1,8,-90,x,-45,-50,-22,3,2,7,1,-51
CN(c1ccccc1)S(=O)(=O)c1cccc(NC(=O)CCNC(=O)c2ccc([N+](=O)[O-])cc2)c1,15,8,-14,20,5,6,-9,-31,5,6,-11
Cc1ccc(CSC2=NCCN2C(=O)c2ccco2)cc1,-29,-20,-5,1,-4,-1,-15,1,-8,-6,10
Cc1ccc(-c2cc(-c3ccccc3)c(C#N)c(Br)n2)cc1,-2,-18,8,-1,-34,3,-5,4,21,17,0
COc1ccc(-c2noc([C@@H]3O[C@H](CO)[C@H](O)[C@H](O)[C@H]3O)n2)cc1OC,0,-13,11,18,-15,x,-11,12,-13,16,20

# A few values from the entries so far.
# `C/C(=N\NC(=O)c1cc(C)[nH]n1)c1ccc(-c2ccccc2)cc1` in TWEAK-Fn14 inh shows 4
# `Cc1ccc(-c2cc(-c3ccccc3)c(C#N)c(Br)n2)cc1` in Shn3 inh set2 shows 8

# Next structures.
SMILES,COUP-TFII inh,TWEAK-Fn14 inh,Shn3 inh set2,LRH-1 inv ag,TROY NFkB inh,LMP1 NFkB inh,KKLEB cytotox,CF NFkB inh,TRAIL sens C8,SRC3 inh,NCOA1 inh
Cc1ccccc1NC(=S)NC(NC(=O)c1ccco1)C(Cl)(Cl)Cl (stereo unspecified),7,9,20,19,0,0,13,9,-3,7,11
Cc1c(OC(C)C(=O)NC2CC(C)(C)NC(C)(C)C2)ccc2c3c(c(=O)oc12)CCC3 (stereo unspecified),7,-11,-11,0,19,8,-2,-19,17,9,-19
Cc1n[nH]c(=O)c2c(NC(=O)CSc3nn(-c4ccccc4)c(=S)s3)oc(C)c12,7,9,6,-8,-6,-9,28,-23,9,3,0
CCOC(=O)Cc1c(C)c2c(C)nn(-c3ccccc3)c2oc1=O,-10,8,20,-5,-3,1,0,-16,6,-3,5
O=C(NCCO)/C(=C\c1ccco1)NC(=O)c1ccco1,-34,-2,-21,11,8,5,8,-10,2,8,-16
Cc1cccc(-n2cnc3c(c2=O)c2nc4ccccc4nc2n3Cc2ccco2)c1,10,5,4,-12,-5,-1,-6,14,-5,-30,-12
Cc1ccc(S(=O)(=O)NCC(=O)N2CCC(C)CC2)cc1,-8,9,15,-11,-7,-1,2,-5,-11,-15,-1
COC(=O)c1ccccc1NC(=O)c1ccccc1N(C)S(=O)(=O)c1ccccc1,9,5,-15,-18,13,-3,-2,1,-1,1,8
CC1(C)CC(=O)C=C(NCCCNC2CCCCC2)C1,0,-12,-27,13,10,-1,-16,5,7,4,-17
O=C(CCNC(=O)c1ccccc1Cl)NN=Cc1ccccc1[N+](=O)[O-],-12,8,-8,-5,-9,1,-3,-5,5,0,7
CCCc1cc(=O)c2ccc(OC/C(C)=N/O)cc2o1,-6,2,-2,15,0,4,3,-7,33,9,6
CCCc1cnc(N2CCN(C(=O)c3ccc(OC)cc3)CC2)nc1,x,10,-10,3,9,-7,-4,17,-3,6,-7
Cc1cc2nc(SCCOC(=O)Nc3cccc(Cl)c3)nc(C)c2cc1C,3,15,6,-14,8,9,-11,-4,9,-5,1
COc1cc(NC(=O)Cn2ncc3c2-c2ccccc2OC3)cc(OC)c1OC,-29,-9,7,1,0,-7,-16,10,1,0,-1
COc1cc2c(cc1OC)CN(Cc1ccc(F)cc1)CC2,-10,24,-10,6,15,5,1,-7,-12,11,8
NC(=O)C1CCN(CC(=O)NCc2ccccc2)CC1,-3,4,1,5,-28,-3,-4,-3,-2,4,-14
CC(=O)c1ccc(NC(=O)/C(=C\c2ccccc2)NC(=O)c2ccco2)cc1,9,13,-23,-1,-8,3,13,-22,-19,-19,-50
C=CCSc1nnc(-c2ccc(Cl)cc2Cl)o1,-48,15,-78,-112,-24,-16,-5,-3,26,-85,-85
COc1ccc(/C=N/NC(=O)Cn2cnc3c2c(=O)n(C)c(=O)n3C)cc1,-6,-24,x,9,0,2,-2,-2,-3,22,-11
CCN(CC)c1ccc(NC(=O)c2ccc(=O)[nH]c2)cc1S(=O)(=O)Nc1ccc(OC)cc1,6,10,5,-9,-2,-2,-8,4,13,11,-8
NS(=O)(=O)c1ccc(CCNC(=O)c2cnccn2)cc1,7,14,-18,-11,6,0,0,8,22,5,-19
O=[N+]([O-])c1ccc(CSc2ccc(S(=O)(=O)N3CCCCCC3)cn2)cc1,12,6,15,-13,14,5,-14,2,1,-33,-11
COc1ccc(/C=C/C(=O)OCC(=O)N2CC(=O)Nc3ccccc32)cc1,13,11,3,-1,6,-8,-2,-7,5,19,18
CCOC(=O)c1ccc(N(CC2CO2)S(=O)(=O)c2ccc(C)cc2)cc1 (stereo unspecified),15,-5,11,2,10,4,10,14,15,-7,-12
O=C(O)CCCC(=O)Nc1cc([N+](=O)[O-])ccc1O,6,-13,-8,6,12,-2,7,-19,-3,14,-1
O=C(CN(C(=O)CCC(=O)Nc1ccccn1)c1cccc(F)c1)NCc1ccc(F)cc1,0,-11,26,0,4,1,10,-8,0,10,2
CC(=O)c1c(COC(=O)c2cccc(C)c2)nc2ccccc2[n+]1[O-],9,-4,4,0,13,5,8,-4,-2,12,-8
O=C(CN(c1cccc(Cl)c1)S(=O)(=O)c1ccc(Cl)cc1)NCc1ccccn1,3,10,18,8,-7,-5,5,20,7,8,-10
CCCN(C(=O)COC(=O)CSc1ccc([N+](=O)[O-])cc1)C1CCS(=O)(=O)C1 (stereo unspecified),-1,8,-4,0,-12,0,17,14,1,1,-9
O=C(O/N=C1\CCS(=O)(=O)c2sccc21)c1c(F)cccc1F,-10,-3,-12,-5,-1,2,2,6,-3,2,9
Cc1noc(C)c1NC(=O)N(C)C[C@H]1Oc2ccc(NC(=O)NC3CCCCC3)cc2C(=O)N([C@H](C)CO)C[C@@H]1C,-19,4,8,11,-8,6,7,-32,-3,1,2
COc1ccc(/C=C(/C(=O)N2CCCCC2C(=O)O)c2ccc(OC)c(OC)c2)cc1 (stereo unspecified),4,-13,-6,4,-7,-6,7,-18,-29,-3,8
Cc1ccc(-c2noc(CNS(=O)(=O)c3ccccc3)n2)cc1,-7,-6,-2,-32,-15,-8,-12,1,5,-14,-24
COc1cc(N(CCCn2cnc3c(SC)ncnc32)CCCn2cnc3c(SC)ncnc32)cc(OC)c1OC,-11,-27,7,-5,17,-3,-4,9,-1,-1,-14
CC(=O)c1ccc(N(CC(=O)NCc2ccc3c(c2)OCO3)C(=O)c2csnn2)cc1,-2,15,-21,-20,-33,-7,8,-16,-4,6,-26
COc1ccccc1-c1c(C(F)(F)F)oc2cc(OS(C)(=O)=O)ccc2c1=O,37,48,32,17,20,-12,0,4,29,17,4
CCOc1ccc2c(c1)ncn2Cc1ccccc1,-14,-12,-14,-6,-19,0,6,-6,-2,-19,-12
CC1CCC2C(=O)N(c3ccc(S(=O)(=O)c4ccccc4)cc3)C(=O)C2C1 (stereo unspecified),3,1,-9,-15,11,3,8,-1,17,11,-4
CN1CCC(=C2c3ccccc3Sc3ccccc32)CC1,-12,3,-51,-14,-11,-6,-7,-3,13,1,2
CC(=O)Nc1ccc(N(C(=O)c2ccco2)C(C(=O)NC2CCCC2)c2ccc(N3CCOCC3)cc2)cc1 (stereo unspecified),1,21,-8,3,-6,3,-3,9,1,1,1
COc1ccc(CNC(=O)CCNS(=O)(=O)c2ccc3c(c2)oc(=O)n3C)cc1,x,6,-17,-1,-9,1,3,-25,3,-18,13
COc1ccc(NC(=O)C(c2ccc(OC)cc2)N(Cc2ccco2)C(=O)CC2NC(=O)NC2=O)cc1 (stereo unspecified),5,40,1,-30,-6,-4,-7,18,-9,-3,8

# Molecules shown so far containing a furan ring, fused or not (8):
SMILES,COUP-TFII inh,TWEAK-Fn14 inh,Shn3 inh set2,LRH-1 inv ag,TROY NFkB inh,LMP1 NFkB inh,KKLEB cytotox,CF NFkB inh,TRAIL sens C8,SRC3 inh,NCOA1 inh
Cc1ccc(CSC2=NCCN2C(=O)c2ccco2)cc1,-29,-20,-5,1,-4,-1,-15,1,-8,-6,10
Cc1ccccc1NC(=S)NC(NC(=O)c1ccco1)C(Cl)(Cl)Cl (stereo unspecified),7,9,20,19,0,0,13,9,-3,7,11
Cc1n[nH]c(=O)c2c(NC(=O)CSc3nn(-c4ccccc4)c(=S)s3)oc(C)c12,7,9,6,-8,-6,-9,28,-23,9,3,0
O=C(NCCO)/C(=C\c1ccco1)NC(=O)c1ccco1,-34,-2,-21,11,8,5,8,-10,2,8,-16
Cc1cccc(-n2cnc3c(c2=O)c2nc4ccccc4nc2n3Cc2ccco2)c1,10,5,4,-12,-5,-1,-6,14,-5,-30,-12
CC(=O)c1ccc(NC(=O)/C(=C\c2ccccc2)NC(=O)c2ccco2)cc1,9,13,-23,-1,-8,3,13,-22,-19,-19,-50
CC(=O)Nc1ccc(N(C(=O)c2ccco2)C(C(=O)NC2CCCC2)c2ccc(N3CCOCC3)cc2)cc1 (stereo unspecified),1,21,-8,3,-6,3,-3,9,1,1,1
COc1ccc(NC(=O)C(c2ccc(OC)cc2)N(Cc2ccco2)C(=O)CC2NC(=O)NC2=O)cc1 (stereo unspecified),5,40,1,-30,-6,-4,-7,18,-9,-3,8

# Bioassay records from PubChem.

# These rows are one share of the data; the hit share may differ from the screen's.
